Screening results (PubChem BioAssay)
BCLXL inh: blocks human Bcl-xL binding to Bim BH3 peptide; hit rate 0.7% among 320,000; inhibition, % at 10.9 µM; Q07817; GST-Bcl-xL / FITC-Bim BH3 peptide fluorescence polarization;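 active means inhibition above the mean of all tested compounds plus 3 SD, cutoff set per campaign, cut at about 30% in these data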;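 further: 0% = DMSO wells and 100% = unlabeled Bim-BH3 peptide competitor; inhibitors lower millipolarization by displacing the labeled peptide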
MEX-5 binding: C. elegans MEX-5 TCR-2 RNA binding activity | Q9XUB2 | MEX-5/FITC-TCR2 RNA binding, fluorescence polarization; hits give low values | activity score (negative = inhibition of binding), % at 10 µM | hit rate 0.38% among 300,000;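 active means inhibition past about -25% in most replicates, and total fluorescence under double the plate's negative control median, limit read from the data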;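 further: 0% = DMSO and -100% = 5 µM competing unlabeled TCR2 RNA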
GLD-1 TGE inh: GLD-1-TGE RNA interaction inhibition (C. elegans) | Q17339 | purified GLD-1 + fluorescein TGE RNA, fluorescence polarization | inhibition, % at 5.96 µM | hit rate 0.44% among 320,000 | AID 2280;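 active means percent inhibition above a per-plate cutoff, the plate mean of test compounds plus 3 SD, cut at about 30% in these data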;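 further: 0% = DMSO wells with GLD-1 and probe and 100% = wells lacking GLD-1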
Target sequence (Q17339 whole entry, looked up): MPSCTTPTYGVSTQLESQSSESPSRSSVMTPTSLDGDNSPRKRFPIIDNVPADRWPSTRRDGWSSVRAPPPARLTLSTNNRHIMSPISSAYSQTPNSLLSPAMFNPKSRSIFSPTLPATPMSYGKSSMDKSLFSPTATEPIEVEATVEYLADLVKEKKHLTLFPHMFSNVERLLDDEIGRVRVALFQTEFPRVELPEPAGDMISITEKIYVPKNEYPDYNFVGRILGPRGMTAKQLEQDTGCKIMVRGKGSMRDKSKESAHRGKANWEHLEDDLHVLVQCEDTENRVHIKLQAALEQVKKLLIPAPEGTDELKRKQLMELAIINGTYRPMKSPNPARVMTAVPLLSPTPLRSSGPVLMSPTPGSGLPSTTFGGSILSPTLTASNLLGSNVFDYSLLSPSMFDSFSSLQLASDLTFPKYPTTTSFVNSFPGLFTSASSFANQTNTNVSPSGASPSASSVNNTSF
Fam108B inh: Fam108B inhibition, counter-screen for RBBP9 inhibitors. recombinant Fam108B, FP-Rh probe fluorescence polarization. inhibition, % at 9.51 µM. hit rate 0.33% among 300,000. AID 1947;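 active means inhibition above the screen mean inhibition plus 3 SD, computed separately per campaign, cut at about 18% in these data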;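 further: inhibitors lower polarization as less probe binds the enzyme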
PME-1 primary: PME-1 (human) inhibition; recombinant PME-1, FP-Rh probe fluorescence polarization; AID 2130; Q9Y570; inhibition, % at 5.9 µM; hit rate 0.53% among 320,000;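 active means inhibition above the campaign mean of all compounds plus 3 SD, cut at about 26% in these data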;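 further: competitive labeling of PME-1 active site by serine hydrolase directed probe; 0% = PME-1 with DMSO and 100% = wells lacking PME-1 enzyme; inhibitors block probe labeling so polarization falls and inhibition rises; many of its hits are not listed in these tables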
AHR activator: human AHR activation | P35869 | AHR-responsive luciferase reporter cells, luminescence | activation, % at 5 µM | hit rate 2.5% among 320,000; in the data active means activation above about 47%;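 further: 0% = vehicle wells and 100% = reference agonist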
PAFAH1B2 FP inh: PAFAH1B2 (human) inhibition; P68402; recombinant PAFAH1B2, FP-rhodamine activity probe, fluorescence polarization; inhibition, % at 3.39 µM; hit rate 1.2% among 340,000;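 active means inhibition above the mean of all tested compounds plus 3 SD, cut at about 24% in these data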;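 further: 0% = enzyme with DMSO and 100% = wells lacking PAFAH1B2; many of its hits are not listed in these tables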
MCL1-BIM inh: MCL1-BIM-BH3 interaction inhibition (human). inhibition, % at 10.9 µM. GST-MCL1 / FITC-Bim-BH3 fluorescence polarization. hit rate 0.68% among 320,000;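 active means inhibition above the mean inhibition of all tested compounds plus 3 SD, set per campaign, cut at about 40% in these data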;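 further: 0% = DMSO wells and 100% = unlabeled Bim-BH3 peptide control; higher means more loss of mP so more displacement of Bim peptide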
pPAFAH inh: inhibitors of human plasma PAF acetylhydrolase (pPAFAH); Q13093; inhibition, % at 3.39 µM; hit rate 1.5% among 330,000; recombinant pPAFAH, FP-rhodamine probe fluorescence polarization; AID 463082;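 active means inhibition above the mean inhibition across the screen plus 3 SD, cut at about 25% in these data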;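 further: inhibitors block binding of the rhodamine activity-based probe so polarization drops; 0% = enzyme with DMSO and 100% = wells lacking pPAFAH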
Target sequence (Q13093 whole entry, looked up): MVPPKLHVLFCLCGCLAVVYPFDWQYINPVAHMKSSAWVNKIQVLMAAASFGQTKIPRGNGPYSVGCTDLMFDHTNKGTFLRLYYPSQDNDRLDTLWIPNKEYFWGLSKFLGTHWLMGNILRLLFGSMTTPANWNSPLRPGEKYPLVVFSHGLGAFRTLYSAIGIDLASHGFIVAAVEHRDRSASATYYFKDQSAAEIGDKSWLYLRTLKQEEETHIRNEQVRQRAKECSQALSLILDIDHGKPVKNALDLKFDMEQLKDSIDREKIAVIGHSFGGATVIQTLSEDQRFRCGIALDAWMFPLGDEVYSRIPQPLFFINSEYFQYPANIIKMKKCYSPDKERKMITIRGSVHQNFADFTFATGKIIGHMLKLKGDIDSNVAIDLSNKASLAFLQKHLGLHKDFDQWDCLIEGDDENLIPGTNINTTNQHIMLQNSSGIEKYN
Active calls of the source: *; / = no result given.

Start of the data: the first 2 compounds (preview)
SMILES | BCLXL inh | MEX-5 binding | GLD-1 TGE inh | Fam108B inh | PME-1 primary | AHR activator | PAFAH1B2 FP inh | MCL1-BIM inh | pPAFAH inh
CC1(C)Cc2ccccc2C(=C(C#N)C#N)N1 | -1.1 | -1.2 | 5.0 | -0.1 | 3.5 | -1.0 | 3.3 | -8.9 | 5.4
Cc1sc2ncnc(N3CCC(C(=O)NNC(=O)c4ccc(Cl)cc4)CC3)c2c1C | 2.9 | 2.1 | -1.5 | -1.9 | -3.6 | 6.1 | 0.0 | 0.1 | -0.1

The listing (from the top)
SMILES | BCLXL inh | MEX-5 binding | GLD-1 TGE inh | Fam108B inh | PME-1 primary | AHR activator | PAFAH1B2 FP inh | MCL1-BIM inh | pPAFAH inh
CC1(C)Cc2ccccc2C(=C(C#N)C#N)N1 | -1.1 | -1.2 | 5.0 | -0.1 | 3.5 | -1.0 | 3.3 | -8.9 | 5.4
Cc1sc2ncnc(N3CCC(C(=O)NNC(=O)c4ccc(Cl)cc4)CC3)c2c1C | 2.9 | 2.1 | -1.5 | -1.9 | -3.6 | 6.1 | 0.0 | 0.1 | -0.1
CC(C)n1c(=S)[nH]c2ccccc21 | -10.1 | 0.5 | 1.0 | -0.5 | -0.5 | 5.3 | 3.0 | -9.8 | -0.6
CCCn1nc(NS(=O)(=O)c2ccccc2)c2cc3ccccc3nc21 | 4.6 | 3.0 | 2.8 | -1.2 | -6.6 | 5.2 | 3.1 | 2.2 | 3.8
Cc1ccc(Cl)cc1N1CCN(S(=O)(=O)c2c(C)noc2C)CC1 | 6.7 | 2.3 | 2.5 | -2.5 | 0.6 | 1.9 | 1.4 | 11.5 | 1.1
CCOC(=O)NC(CC(=O)O)c1ccc(OC)c(OC)c1 (configuration not stated) | 2.7 | -2.9 | 3.5 | 0.2 | 0.2 | -2.4 | 1.3 | 0.5 | 2.2
C/C(=N/Nc1ccccc1[N+](=O)[O-])c1ccc([N+](=O)[O-])cc1 | 4.8 | 0.8 | 4.0 | 1.9 | -4.3 | 14.8 | 0.2 | 8.1 | 4.8
Cc1ccc(NS(=O)(=O)c2cccc(C(=O)N/N=C/c3ccc4c(c3)OCCO4)c2)c(C)c1 | -3.1 | 0.4 | 0.4 | -45.3 | -55.1 | 6.7 | -14.4 | 2.7 | 31.9*
O=C(CN1C(=O)COc2ccccc21)N1CCc2ccccc21 | 0.0 | 1.1 | 1.8 | 2.3 | 2.8 | 5.5 | 1.2 | 4.2 | 1.0
COc1ccc(-c2nn(-c3ccccc3)cc2/C=N/N=C(N)N)cc1OC | 0.4 | -1.4 | -6.6 | 0.1 | -26.7 | 25.7 | -0.7 | -10.1 | 2.0
C=CCOC(=O)C1=C[C@@H](c2cn(C(C)=O)c3ccccc23)C[C@@H](OCCCCO)O1 | 3.6 | 1.3 | -8.2 | 3.7 | -0.6 | 6.7 | 1.4 | -0.6 | 2.6
Fc1ccccc1COc1ccc(Br)cc1CNCc1ccncc1 | 3.9 | -1.6 | 10.5 | 3.7 | 6.1 | 4.0 | 3.6 | 5.2 | 10.2
COC(=O)c1ccccc1NC(=O)CSc1nnc(-c2ccncc2)o1 | -0.6 | -0.3 | -6.6 | 7.2 | 6.3 | -0.8 | 6.3 | 2.3 | -3.8
N#CCCn1cc(C(N)=O)c(-c2cccs2)n1 | 0.3 | 0.8 | -2.2 | -1.5 | -2.1 | 0.8 | 1.6 | -3.4 | 3.5
O=C(c1ccc(NC2=NC3CS(=O)(=O)CC3S2)cc1)N1CCN(c2ccc(F)cc2)CC1 (configuration not stated) | 3.4 | 0.4 | 2.0 | -3.1 | -3.2 | 0.8 | -0.5 | 5.8 | -0.8
O=C1C2CC(O)CN2C(=S)N1Cc1ccccc1 (configuration not stated) | 0.5 | 1.9 | -6.2 | 3.3 | 1.7 | -1.6 | / | 1.4 | 2.9
Cc1ccc(C(=O)NCc2ccccn2)c(Cl)c1 | 0.8 | -1.8 | -8.3 | 1.7 | -11.5 | 4.1 | -0.6 | 6.5 | 3.9
O=C(COc1ccc(Br)cc1)Nc1ccncc1 | 3.2 | -2.3 | 4.0 | -1.0 | -49.7 | -1.2 | 3.2 | 2.0 | 3.6
S=C(NCCc1ccccn1)Nc1ccccc1Cl | 6.9 | 0.6 | 0.2 | 4.0 | -0.1 | -2.1 | 0.8 | 7.8 | 2.0
CC(=O)Nc1nc(=S)ss1 | 8.8 | -1.7 | 4.7 | 0.5 | -3.2 | -1.5 | -4.3 | 2.0 | 0.7
C/C(=N\Nc1nccnc1Cl)c1ccc(Cl)c(Cl)c1 | -4.3 | -5.8 | 0.5 | -2.8 | -8.8 | 46.2 | 1.1 | -0.9 | 4.2
NC(=O)c1nsc(C(=O)N(c2cccc(F)c2)C(C(=O)NCC2CCCO2)c2c[nH]c3ccccc23)c1N (configuration not stated) | 3.1 | -1.3 | 5.5 | 0.0 | 4.6 | 64.6* | 1.8 | -0.7 | 2.1
COc1cc(/C=C(/C#N)c2ccccc2)ccc1Oc1ccc([N+](=O)[O-])cn1 | 4.1 | 0.4 | -0.3 | -3.0 | 0.6 | -1.7 | -5.0 | 7.6 | 8.4
C/C(=N\NC(=O)COc1ccc(C)cc1[N+](=O)[O-])c1cccs1 | 1.3 | 0.1 | 3.9 | -0.5 | -1.2 | 0.5 | 9.7 | -6.6 | 5.6
CC(C)Oc1ccc(CC2CCC(=O)N(C)C2=O)cc1 (configuration not stated) | 3.0 | 0.1 | 0.1 | 3.0 | 0.5 | 1.2 | -1.6 | -3.4 | 3.6
CC(C)C(=O)NCc1cc(-c2ccc(Cl)cc2)no1 | -7.1 | -0.8 | -1.2 | -7.4 | 0.1 | 5.1 | 5.1 | -4.6 | -1.3
CCOC(=O)c1cnc2ccc(OC)cc2c1NCCc1ccc(OC)c(OC)c1 | 1.8 | 0.7 | 10.7 | 7.6 | -5.6 | 13.3 | 2.0 | 3.9 | 1.2
COc1ccc(C)cc1S(=O)(=O)N1CCN(C(=O)c2ncoc2-c2ccccc2F)CC1 | 5.0 | 0.1 | 4.6 | 1.8 | 6.0 | 0.8 | 4.2 | 5.5 | 3.8
COc1ccccc1CNC(=O)COC(=O)CCN=C1NS(=O)(=O)c2ccccc21 | 2.8 | -2.8 | 3.8 | -0.4 | -0.3 | 3.3 | 3.0 | 0.3 | 0.6
O=C(c1n[nH]c2c1CCCC2)n1ccnc1 | 1.2 | / | -1.1 | 13.2 | 0.9 | 1.6 | / | 4.8 | 3.0
O=C(NCc1ccc2c(c1)OCO2)c1ccc(C2SCC(=O)N2Cc2ccco2)cc1 (configuration not stated) | 3.9 | 0.5 | -2.3 | 0.2 | -4.8 | -4.9 | 2.8 | 4.8 | 24.3
COc1ccc(CCNCc2csc3nc4ccccc4n23)cc1OC | 0.4 | 0.4 | -1.8 | 0.2 | 4.5 | 4.5 | 3.3 | -0.3 | 3.2
COc1cccc(C2=CC(=O)CC(c3ccco3)C2)c1 (configuration not stated) | -5.1 | -0.2 | -0.8 | 0.9 | 3.2 | -1.9 | -8.9 | 0.2 | 5.6
Cc1c(NC(=O)c2ccc(N(Cc3ccccc3)S(C)(=O)=O)cc2)c(=O)n(-c2ccccc2)n1C | 8.4 | 1.0 | -3.7 | 4.7 | -4.0 | -0.3 | 8.4 | 4.7 | 6.5
COC(=O)c1ccc(NC(=O)CSc2nc(=O)cc(N)n2-c2ccccc2)cc1 | 6.0 | 0.5 | 4.3 | 0.2 | -0.3 | -0.3 | 1.1 | 8.9 | 3.0
CCCCN(CCO)CCCC | 5.7 | / | 3.9 | / | 0.8 | -1.0 | 1.9 | -1.5 | -0.2
O=C(Nc1ccc(Cl)cc1)N1CC=CCC1 | 3.4 | -1.7 | 12.3 | -0.9 | -0.7 | 3.0 | 4.1 | -1.3 | 2.4
CC1=CC(C)(C)N2C(=O)C3(C(C#N)=C(N)Oc4cc(C)oc(=O)c43)c3cc(C)cc1c32 (configuration not stated) | 2.1 | -1.8 | -0.8 | -0.5 | -1.4 | 18.1 | 1.2 | 4.6 | -0.2
CC1(C)CC(NC(=O)c2sc3cc(Cl)ccc3c2Cl)CC(C)(C)N1 | 4.3 | -0.1 | 1.9 | -0.7 | -4.3 | -1.8 | 7.1 | 5.2 | 1.4
Cn1sc(=O)c2cc(S(=O)(=O)NC3CC3)ccc21 | 2.2 | -1.6 | 0.3 | 2.5 | -9.2 | -1.1 | / | 3.1 | 0.7
COc1cccc(CNC(=O)CSc2nc(=O)n(Cc3ccncc3)c3c2CCC3)c1 | 5.0 | -0.8 | 4.7 | 1.3 | -1.6 | 0.7 | 6.5 | 4.5 | -0.3
Cn1c(=O)n(C)c2cc3[nH]cnc3cc21 | 8.2 | -3.0 | 5.2 | 1.7 | -2.3 | -1.1 | 6.6 | 6.0 | 3.8
COc1ccc(CC(=O)OCC(=O)Nc2ccc(Cl)c(S(=O)(=O)N(C)C)c2)cc1 | -5.1 | 2.1 | -2.0 | -1.9 | 0.2 | -0.4 | 10.1 | -7.8 | 15.7
COc1ccc(CCNC(=O)COc2cc(O)c3c(c2)OC(C)(C)CC3=O)cc1 | 5.8 | 3.4 | -3.9 | -2.3 | 0.1 | 2.6 | 3.0 | -3.8 | 5.9
COC(=O)c1ccc(C(=S)N2CCCCC2)cc1 | 3.4 | 1.5 | -10.5 | -2.2 | 0.0 | -1.3 | -0.9 | 5.5 | 1.0
Cc1nn(-c2ccccc2)c(Cl)c1/C=N/Nc1nnc(C)c(=O)[nH]1 | -1.2 | 1.5 | -15.8 | 3.2 | -58.6 | 4.4 | 3.8 | -0.1 | 2.8
C=CCNC(=O)c1ccccc1NC(=O)c1ccccc1SC | 1.7 | -2.1 | 4.0 | -1.9 | -3.7 | 76.7* | 2.8 | 1.7 | 2.8
Cc1nc2c(Cl)c(C)nn2c2c1CCC2 | 3.1 | 1.6 | -2.9 | 4.2 | 0.8 | -2.6 | -1.1 | 2.6 | -2.5
COCCN1CC(C(=O)N2CCC(Oc3ccccc3OC)CC2)CCC1=O (configuration not stated) | 2.1 | -0.5 | 6.0 | 1.4 | 7.1 | -0.3 | -0.9 | 0.3 | 1.5
O=C(CCCC(=O)Nc1cccc(Br)c1)N/N=C/c1cc([N+](=O)[O-])ccc1O | 2.7 | -0.2 | 2.6 | 1.8 | 6.5 | 23.5 | 16.6 | 3.1 | 8.1
CC(=O)Nc1ccc(C(=O)OCC(=O)c2ccc(F)cc2)cc1 | -4.2 | 4.0 | 7.4 | -0.5 | -1.3 | -3.9 | 5.4 | -3.4 | -9.3
Cc1nc2c(-c3ccccc3)c(C)nn2c(N)c1-c1ccccc1 | 9.5 | -0.1 | 4.5 | 0.1 | 9.0 | -4.1 | 7.0 | -4.0 | 4.7
Cc1cc(NC(=O)CCC(=O)N(Cc2ccco2)C(C(=O)NC2CCCC2)c2ccccc2F)no1 (configuration not stated) | 0.8 | 0.9 | -0.8 | 0.1 | 5.2 | -0.9 | 3.6 | 1.4 | 2.7
Cc1ccc(N(c2ncnc(N)c2[N+](=O)[O-])C2CCCCC2)cc1 | 2.5 | 3.6 | -2.2 | -0.7 | 3.0 | 0.1 | -3.6 | 5.9 | 7.4
CCOc1cc(N2CCOCC2)c(OCC)cc1NC(=O)C1CC(=O)N(c2ccccc2OCC)C1 (configuration not stated) | 1.0 | / | 5.6 | / | 2.5 | 1.9 | 2.5 | 6.1 | -3.7

These rows are one share of the data, so the mix of outcomes need not match the whole.
